Peg3 prom inh – Peg3 promoter activity inhibition. HeLa PEG-Prom luciferase reporter, luminescence, overnight. inhibition, % at 20 µM. hit rate 1.7% among 360,000. AID 588405;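 active means inhibition of at least 50% at 20 µM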
TRAIL sens C8 – sensitizes caspase-8 expressing cells to TRAIL; NB7+C8 cells + TRAIL, ATPlite viability luminescence; inhibition (viability loss, TRAIL sensitization), % at 10 µM; hit rate 1% among 360,000;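 active means compounds causing at least 50% loss of cell viability in the single-dose screen, relative to plate controls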
TRPM1 prom inh – MITF TRPM1 promoter inhibition in SK-MEL-5 cells | SK-MEL-5 TRPM1 promoter luciferase, 24 h | inhibition, % at 12.5 µM | hit rate 0.83% among 330,000;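 active means mean inhibition across replicates of 60% or more, whatever share of single replicates reaches that level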; further: values of inactives mirror those of a sister screen read the other way
NR2E3 ag-1 – NR2E3 (human) agonism; Q9Y5X4; GST-NR2E3/biotin-RetCOR TR-FRET, 1536-well; inhibition of corepressor binding, % at 4.78 µM; hit rate 0.12% among 320,000; AID 2300;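 active means percent inhibition above the cutoff of mean plus 3 SD of all tested compounds, set per screening campaign, cut at about 20% in these data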;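 further: 0% = DMSO wells and 100% = biotin wells as full block of FRET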
Target sequence (Q9Y5X4 whole entry, looked up): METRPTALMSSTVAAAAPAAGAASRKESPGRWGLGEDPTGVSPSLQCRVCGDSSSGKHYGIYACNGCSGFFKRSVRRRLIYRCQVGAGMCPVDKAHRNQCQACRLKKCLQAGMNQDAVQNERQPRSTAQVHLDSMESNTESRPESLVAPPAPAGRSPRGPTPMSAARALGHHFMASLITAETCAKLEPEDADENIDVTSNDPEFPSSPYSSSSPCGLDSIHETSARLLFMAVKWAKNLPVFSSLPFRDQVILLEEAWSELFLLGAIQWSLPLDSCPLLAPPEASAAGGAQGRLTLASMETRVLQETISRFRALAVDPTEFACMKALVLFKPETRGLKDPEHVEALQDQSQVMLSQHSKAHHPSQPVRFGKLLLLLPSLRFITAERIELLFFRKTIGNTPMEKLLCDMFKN
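Material: NR2E3–RetCOR corepressor complex / Amount: 1.35 nM GST-NR2E3 / Medium: Tris pH 7.5 / Compound: single nominal compound dose of 4.8 µM / Incubation: 5 h at 4 °C / Technique: TR-FRET, Eu(K)-anti-GST donor, streptavidin-D2 acceptor, ex 340, em 617/671 nm / Read-out basis: percent loss of FRET ratio relative to control wells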
KKLEB cytotox – counter-screen for CF NF-kB inhibitors: cytotoxicity; KKLEB CF airway cells viability, ATPlite luminescence, overnight; stronger effect = lower value; cells stimulated with P. aeruginosa culture filtrate; activity change (cytotoxicity), % at 5 µM; hit rate 0.36% among 360,000;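 active means corrected activity change at or below -50% at 5 µM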
TWEAK-Fn14 inh – TWEAK-Fn14 signaling inhibition. TWEAK-stimulated Fn14 reporter cells, luciferase luminescence, 8 h. inhibition, % at 10 µM. hit rate 2% among 360,000; in the data active means inhibition above about 50%
CF NFkB inh – cystic fibrosis NF-kB activation inhibition. hit rate 0.86% among 360,000. KKLEB NF-kB-GFP reporter, PAF-induced, GFP fluorescence overnight. inhibition, % at 5 µM;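 active means at least 50% inhibition at 5 µM, scaled per plate between neutral and stimulator controls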;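 further: PAF is a Pseudomonas aeruginosa culture filtrate used as stimulus; plate controls were PAF-stimulated DMSO wells for no effect and unstimulated DMSO wells for full effect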
TROY NFkB inh – TROY signaling inhibition | inhibition, % at 10 µM | Q293 LMP1-TROYcd NF-kB luciferase reporter, 4 h | AID 1347056 | hit rate 0.98% among 360,000;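 active means compounds whose plate-normalised and pattern-corrected inhibition of the luciferase reporter signal at the single screening dose is 50% or more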
NR2E3 ag-2 – activates human NR2E3 receptor; Q9Y5X4; AID 602229; hit rate 0.35% among 360,000; CHO-S Gal4-NCOR/VP16-NR2E3 two-hybrid, luciferase; inhibition of corepressor binding, % at 3.98 µM;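 active means inhibition above the mean of all tested compounds plus 3 SD, cut at about 70% in these data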;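 further: 0% = DMSO with NR2E3 transfected cells and 100% = cells lacking NR2E3 construct; higher means lower luciferase signal from less NR2E3 corepressor binding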
HIF-2a inh – HIF-2a inhibition; 786-0 RCC cells HIF-2a reporter, luciferase luminescence, overnight; inhibition, % at 18.8 µM; hit rate 0.72% among 360,000; AID 624352;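 active means inhibition of the luminescence signal of 40% or more relative to plate controls, in a single-dose primary screen at 18.75 µM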
Shn3 inh set2 – inhibitors of Schnurri-3 3'UTR reporter in osteoblasts. AID 588674. Clone20 osteoblast Shn3 3'UTR firefly luciferase, 24 h. hit rate 0.52% among 360,000. inhibition, % at 12.5 µM;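 active means mean inhibition of at least 75% with every replicate also reaching 75%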;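 further: 0% = median of neutral control wells and 100% = pilot-screen positive control compound; some compounds past the cut are filed as inactive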
* marks the source's active call; other numbers are inactive results; . = not tested or not shown. This is a subset, so the mix of outcomes need not match the whole.

smiles | Peg3 prom inh | TRAIL sens C8 | TRPM1 prom inh | NR2E3 ag-1 | KKLEB cytotox | TWEAK-Fn14 inh | CF NFkB inh | TROY NFkB inh | NR2E3 ag-2 | HIF-2a inh | Shn3 inh set2
COc1ccc(CCN2C(=NC(=O)CC(C)C)SC3CS(=O)(=O)CC32)cc1 (stereo not drawn) | 11 | 3 | -2 | -3 | -4 | -13 | 4 | -9 | -30 | 20 | 16
CCNCCNC(=O)c1c(O)c2ccccc2n(CC)c1=O | 14 | 1 | -7 | 3 | 5 | 1 | 1 | -17 | 3 | -5 | 36
CCN=c1scc(-c2ccc(F)cc2)n1/N=C/c1ccccn1 | -306 | 16 | -84 | 5 | -25 | 24 | -8 | -21 | -138 | -349 | -71
O=C(O)C1CCCN1C(=O)C1CCN(S(=O)(=O)c2cccc(C(F)(F)F)c2)CC1 (stereo not drawn) | -8 | 6 | -7 | . | -2 | 4 | 1 | -6 | 0 | 12 | 5
O=C(CSc1ccccc1)Nc1ccc(N2CCOCC2)cc1 | -120 | -10 | -30 | -3 | 2 | -12 | -23 | -54 | -35 | -118 | -50
C(=C\c1ccccc1)/CSc1nnc(-c2cccnc2)n1Cc1ccco1 | 27 | -6 | 6 | -3 | 4 | -6 | 9 | 16 | 5 | 22 | 2
CCN(CC)C(=O)Cn1cc(S(=O)(=O)CC(=O)Nc2ccc(OC)c(OC)c2)c2ccccc21 | 15 | -5 | -11 | -2 | -16 | 0 | 26 | -9 | 4 | 12 | -43
COc1ccc(CC(=O)N2CCOCC2)cc1OC | 11 | -5 | 2 | 0 | -12 | 12 | 6 | 0 | -12 | 6 | -18
O=C(Nc1ccc(F)cc1)c1ccc2[nH]c(=O)c(=O)[nH]c2c1 | 6 | -9 | 12 | 0 | -5 | -4 | -9 | 4 | 8 | 9 | -3
CN1CCN(C(=O)C2=C[C@@H](C3CC3)C[C@@H](OCc3ccc(CO)cc3)O2)CC1 | -7 | -24 | 2 | 0 | 12 | -5 | -13 | 6 | -7 | -2 | 10
C=CCn1c(N)cc(=O)nc1SCC(=O)Nc1cccc2ccccc12 | 5 | 13 | 11 | -3 | -7 | -18 | -8 | 5 | -19 | 10 | -3
CN(C)CCCN(C(=O)CCc1ccccc1)c1nc2ccc(Cl)cc2s1 | 108* | 10 | 6 | 2 | -40 | -4 | 34 | 8 | -27 | -20 | -26
Fc1ccccc1-c1nnc2n1N=C(c1ccc(OC(F)F)c(OCC3CC3)c1)CS2 | 16 | 1 | -6 | . | -18 | -43 | 27 | -11 | -8 | 6 | -14
CCOC(=O)c1cc(-c2ccccc2)n(CC(=O)Nc2cc(OC)cc(OC)c2)c1C | 18 | -2 | 8 | 2 | 10 | 15 | 10 | 9 | -33 | 32 | 12
Cc1cc(C(=O)Nc2ccccc2C)on1 | -5 | -1 | 1 | 0 | 6 | 11 | 8 | 10 | -10 | -16 | 4
CC(=O)N1CCCc2cc(S(=O)(=O)N3CCCC(C(=O)N4CCN(c5cc(C)ccc5C)CC4)C3)ccc21 (stereo not drawn) | 33 | 13 | 18 | -4 | 1 | 54* | -2 | 44 | 98* | 9 | 63
CCN(C(=O)CSc1ncccc1C(=O)OC(C)C)c1cccc(C)c1 | 15 | 11 | 21 | 3 | -5 | -8 | -13 | -3 | -10 | 16 | 28
CN1COc2ccc3ccccc3c2C1 | 16 | 0 | 11 | -1 | 8 | -5 | 2 | 0 | 8 | 10 | 6
CCOC(=O)C1=C(COC(=O)CNS(=O)(=O)c2ccc(NC(C)=O)cc2)NC(=O)NC1C (stereo not drawn) | 2 | -7 | -4 | . | -2 | 10 | -10 | 0 | 10 | 8 | -4
CC(=O)Nc1ccc(S(=O)(=O)Nc2cc([N+](=O)[O-])ccc2C)cc1 | 21 | -3 | -4 | -4 | 8 | -1 | -12 | 17 | 0 | 19 | 12

Whole records as entered above. Screens in order: Peg3 prom inh | TRAIL sens C8 | TRPM1 prom inh | NR2E3 ag-1 | KKLEB cytotox | TWEAK-Fn14 inh | CF NFkB inh | TROY NFkB inh | NR2E3 ag-2 | HIF-2a inh | Shn3 inh set2
CN1COc2ccc3ccccc3c2C1 across the screens: 16 | 0 | 11 | -1 | 8 | -5 | 2 | 0 | 8 | 10 | 6
Cc1cc(C(=O)Nc2ccccc2C)on1 across the screens: -5 | -1 | 1 | 0 | 6 | 11 | 8 | 10 | -10 | -16 | 4

Carrying on:
Order of results: Peg3 prom inh	TRAIL sens C8	TRPM1 prom inh	NR2E3 ag-1	KKLEB cytotox	TWEAK-Fn14 inh	CF NFkB inh	TROY NFkB inh	NR2E3 ag-2	HIF-2a inh	Shn3 inh set2
- CCN(CC(=O)Nc1ccc(OC)cc1)C(=O)COc1cccc2c1OC(C)(C)C2
 : 15	-5	0	-1	17	-14	-5	-8	13	11	2
- Cc1ccc(S(=O)(=O)CCC(=O)OCC(=O)N(C)C2CCS(=O)(=O)C2)cc1 (stereo not drawn)
 : 5	3	-11	-1	5	-7	2	-30	-21	13	0
- CC(C)Cc1nc(N2CCCCC2)c(C#N)c2c1CCC2
 : 8	23	-7	0	6	-5	21	1	-9	25	17
- CCC(C)N(C(=O)CSc1ncnc2c1cnn2-c1ccccc1)C1CCS(=O)(=O)C1 (stereo not drawn)
 : -11	12	20	2	4	18	8	-34	2	3	4
- Cc1c(C(=O)N2CCCC2)oc2ccc(Br)cc12
 : -177	1	-35	.	-15	-36	5	-43	-55	-192	-22
- Cc1ccsc1C(=O)NNC(=O)C1CC=CCC1C(=O)O (stereo not drawn)
 : -2	-4	0	-4	3	-37	8	-28	-104	-15	-56
- Cc1noc(C)c1S(=O)(=O)Nc1ccc(C(C)C)cc1
 : 8	0	2	-2	-12	10	6	14	19	-1	-1
- CCOc1cc(C(=O)OCc2ccc(OC)cc2)ccc1OCC(=O)N1CCOCC1
 : -4	-5	5	1	6	-26	-18	-6	24	9	6
- CC(NC(=O)c1ccco1)c1cccc2ccccc12 (stereo not drawn)
 : 21	-3	-2	-1	6	1	-8	-26	-26	-2	-14
- c1ccc(Nc2nc(-c3ccccc3)nc3ccccc23)cc1
 : 11	-28	0	2	0	-8	-5	-19	24	-6	-8
- Cn1cnnc1SCC(=O)Nc1ccc(Cl)cc1
 : -19	-13	-15	3	10	-10	-8	-20	-22	-24	-7
- Oc1ccccc1-c1cc(-c2ccccc2)no1
 : -256	45*	-51	-1	-9	40	-5	-32	-152	-228	-108
- CCOC(=O)C1=C(C)NC(C)=C(C(=O)OCC)C1C(=O)OCC(N)=O
 : -11	4	2	2	4	5	-24	-12	14	14	-25
- COC(=O)CNC(=O)C(Cc1ccccc1)NS(=O)(=O)c1ccc2c(c1)c(=O)n(C)c(=O)n2C (stereo not drawn)
 : 24	2	-7	-3	-1	-6	-11	11	-9	15	-3
- Cc1cccn2c(=O)c3cc(C(=O)NCCc4ccccc4)sc3nc12
 : -92	-9	-12	4	-9	-33	-21	-31	-16	-150	-28
- Cc1c(Br)c(C(=O)NNC(=O)c2ccc(C(C)(C)C)cc2)nn1C
 : -57	11	-28	2	-11	-6	2	-20	-30	-106	-27
- COc1ccc2c(c1)[nH]c1c(N3CCSCC3)ncnc12
 : 24	35	8	1	-1	48	-4	63*	26	9	30
- c1ccc(CN(Cc2ccccc2)Cc2nnc(-c3cc4ccccc4[nH]3)s2)cc1
 : 24	0	2	.	-18	18	15	-34	-4	-10	-3
- O=C(c1cc(F)c(F)cc1Cl)N1CCN(S(=O)(=O)c2cccs2)CC1
 : 11	-2	5	.	3	-13	-15	7	10	-4	-3
- COc1cccc(NS(=O)(=O)c2cc3[nH]c(=O)c(=O)[nH]c3cc2C)c1
 : 14	0	1	0	14	-11	-16	2	-13	5	-12
- CN(C)CCN(C(=O)c1cccc(N2C(=O)CCC2=O)c1)c1nc2ccc(Br)cc2s1
 : -60	-18	-21	6	-10	-19	-8	-23	-13	-64	-8
- CC(=O)Nc1ccc(C(=O)OCCC(C)C)cc1
 : -104	18	-55	0	3	-10	3	-67	3	-154	-21
- O=C(COC(=O)c1ccc(Cl)nc1)Nc1cc(S(=O)(=O)N2CCCCC2)ccc1Cl
 : 7	-1	3	2	-6	-2	-6	8	-17	12	5
- CCSc1cc(C)nc2c(-c3ccc(Cl)cc3)c(C)nn12
 : 9	35	-1	4	-2	-16	-3	7	-19	11	-4
- O=C(CSc1nncs1)N1CCN(S(=O)(=O)c2ccccc2)CC1
 : 4	-17	-4	10	0	36	1	17	2	16	-14
- CCOC(=O)C(=O)Nc1ccc(OCc2ccccc2)cc1
 : 5	-7	-3	1	17	-5	-5	12	-37	36	-9

Gathered by group, the entries above with a furan ring, fused or not (3)
Order of results: Peg3 prom inh	TRAIL sens C8	TRPM1 prom inh	NR2E3 ag-1	KKLEB cytotox	TWEAK-Fn14 inh	CF NFkB inh	TROY NFkB inh	NR2E3 ag-2	HIF-2a inh	Shn3 inh set2
- C(=C\c1ccccc1)/CSc1nnc(-c2cccnc2)n1Cc1ccco1
 : 27	-6	6	-3	4	-6	9	16	5	22	2
- Cc1c(C(=O)N2CCCC2)oc2ccc(Br)cc12
 : -177	1	-35	.	-15	-36	5	-43	-55	-192	-22
- CC(NC(=O)c1ccco1)c1cccc2ccccc12 (stereo not drawn)
 : 21	-3	-2	-1	6	1	-8	-26	-26	-2	-14

From PubChem BioAssay
